High-throughput results as filed in PubChem BioAssay.
Tb PFK inh = blocks T. brucei phosphofructokinase. T. brucei PFK, ADP-Glo luminescence. Potency, µM (titrated, usually from 57.5 µM), without a hit: at the top dose activity, negative = inhibition, usual class: inhibitors. hit rate 0.17% among 330,000;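 also: potency is read from the fitted curve at half-maximal effect; 0% = uninhibited 1x PFK enzyme wells and -100% = no-enzyme wells; nearly all actives have a fitted effect of over 60% in size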
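Activity is normalized to no-enzyme wells (full inhibition) and 1.25 nM enzyme wells (no inhibition). Reaction: 0.5 mM F6P, 0.1 mM ATP, 45 min RT, ADP-Glo luminescence; concentration-response curves fitted and classed by quality.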
ELG1 repair inh = inhibitors of ELG1-dependent DNA repair in HEK293T cells. HEK293T ELG1-luciferase reporter, luminescence, 16 h; DNA damage induced by 5-fluorouridine. Potency, µM (titrated, usually from 46.1 µM), without a hit: at the top dose activity change, negative = inhibition, most hits filed as inhibitors. hit rate 2.3% among 330,000. AID 504467; also: potency is read from the fitted curve at half-maximal effect; % is scaled to controls: 0 for no effect and ±100 for the full control effect; nearly all actives have a fitted effect of over 55% in size
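HEK293T cells expressing luciferase-tagged ELG1 (2,000/well) received 5-Fluorouridine plus compound or DMSO for 16 hr at 37 °C. Luciferase was read by ONE-Glo luminescence after 30 min at room temperature.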
FLuc modulator = inhibits or activates purified firefly luciferase, miR-21 counter-screen; P08659; purified FLuc, Km substrates, luminescence inhibition; Potency, µM (doses to about 57.5 µM), inactives show at the top dose activity change, negative = inhibition, hits mostly inhibitors; hit rate 6.9% among 360,000;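 also: potency is read from the fitted curve at half-maximal effect; plate controls were vehicle for no effect and reference inhibitor for full effect; nearly all actives have a fitted effect of over 55% in size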
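Purified P. pyralis luciferase, 10 nM final, with Km-level 10 uM D-luciferin and 10 uM ATP in 50 mM Tris acetate pH 7.5, 10 mM Mg acetate, 0.01% Tween-20, 0.05% BSA; 6-point qHTS titration about 60 µM downward; luminescence read.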
ELG1 genotoxic = induces genotoxicity in HEK293T cells with luciferase-tagged ELG1. hit rate 1.3% among 330,000. Potency, µM (top dose mostly 46 µM), inactives show at the highest dose activity change, positive = activation, hits mostly activators. HEK293T ELG1-luciferase reporter, luminescence, 16 h; also: potency is read from the fitted curve at half-maximal effect; % of control where 0% means no effect; nearly all actives have a fitted effect of over 60% in size
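Screening used a luciferase reporter fused to human ELG1 in HEK293T cells. Luminescence was read on a CCD plate imager after 16 hr exposure and 30 min ONE-Glo incubation.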
NPC1 promoter act = NPC1 promoter activation; hit rate 2.4% among 320,000; AID 485313; Huh7 NPC1 promoter luciferase reporter, 24 h; Potency, µM (titrated, usually from 9.22 µM), inactives show at the top dose activation, usual class: activators;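 also: potency is read from the fitted curve at half-maximal effect; % of control where 0% means no effect; nearly all actives have a fitted effect of over 60% in size; reporter is driven by a mutant NPC1 promoter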
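Luminescence read-out of NPC1 promoter-driven luciferase in stably transfected Huh7 cells; compounds delivered in DMSO and left 24 h at 37C, 5% CO2, qHTS titration format.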
RORg inh = ROR gamma (mouse) transcription inhibition; Drosophila S2 Gal4-RORgamma UAS-luciferase reporter, 20 h; Potency, µM (doses to about 53.6 µM), inactives show top-dose activity change, negative = inhibition, hits mostly inhibitors; hit rate 5.4% among 310,000; AID 2551; also: potency is read from the fitted curve at half-maximal effect; % is scaled to controls: 0 for no effect and ±100 for the full control effect; nearly all actives have a fitted effect of over 60% in size
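Read-out: Photinus luciferase luminescence; inhibitors lower reporter signal. Insect Schneider cells with Gal4-ROR gamma fusion under metallothionein promoter, UAS reporter; 700 uM final copper sulfate induction, 20 hr, ambient temperature.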
TRPV1 ag = activates the human vanilloid receptor TRPV1. TRPV1-expressing cells, Fluo-8 calcium influx, agonist mode. AID 540275. hit rate 0.19% among 320,000. Q8NER1. activation, % at 8.33 µM; in the data active = activation above about 80%; inconclusive = between about 30% and that limit; also: 0% is about no effect
Target sequence (Q8NER1 whole entry, looked up): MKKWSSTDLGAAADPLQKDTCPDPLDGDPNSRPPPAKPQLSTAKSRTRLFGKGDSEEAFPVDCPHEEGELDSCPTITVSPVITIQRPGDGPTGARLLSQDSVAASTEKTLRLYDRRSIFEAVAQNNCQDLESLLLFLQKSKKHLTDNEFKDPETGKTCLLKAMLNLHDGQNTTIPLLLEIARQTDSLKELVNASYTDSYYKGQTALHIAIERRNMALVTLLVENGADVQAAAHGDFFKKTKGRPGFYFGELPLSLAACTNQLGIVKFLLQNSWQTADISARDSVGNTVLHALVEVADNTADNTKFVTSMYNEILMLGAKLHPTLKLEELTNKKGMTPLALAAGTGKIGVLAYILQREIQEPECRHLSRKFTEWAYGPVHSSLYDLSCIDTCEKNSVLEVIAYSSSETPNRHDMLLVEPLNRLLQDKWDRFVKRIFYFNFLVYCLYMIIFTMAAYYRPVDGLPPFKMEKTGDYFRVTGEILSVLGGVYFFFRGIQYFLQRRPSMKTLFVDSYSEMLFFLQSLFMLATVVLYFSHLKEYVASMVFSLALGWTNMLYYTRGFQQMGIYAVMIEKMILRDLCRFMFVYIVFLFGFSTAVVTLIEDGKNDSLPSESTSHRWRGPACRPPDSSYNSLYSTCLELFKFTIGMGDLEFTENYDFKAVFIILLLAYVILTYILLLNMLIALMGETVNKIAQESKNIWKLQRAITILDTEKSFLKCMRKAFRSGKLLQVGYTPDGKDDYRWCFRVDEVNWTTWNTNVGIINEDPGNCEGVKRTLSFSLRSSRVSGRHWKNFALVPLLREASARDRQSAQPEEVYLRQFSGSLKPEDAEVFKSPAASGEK
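Fluo-8 calcium influx in TRPV1-expressing cells, kinetic read (ex 480/em 520 nm). Compound added and read 3 min for agonist activity, followed by capsaicin at EC20 final and 2 min further read for enhancement.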
VP16 counter = Gal4-VP16 reporter inhibition counter-screen | Potency, µM (highest dose often 53.6 µM), for the others: at the top dose activity, negative = inhibition, hits mostly inhibitors | Drosophila S2 Gal4-VP16 UAS-luciferase, luminescence, 20 h | hit rate 3.5% among 310,000;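 also: Gal4-VP16 expression switched on by copper sulfate through the metallothionein promoter; potency is read from the fitted curve at half-maximal effect; % is scaled to controls: 0 for no effect and ±100 for the full control effect; nearly all actives have a fitted effect of over 50% in size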
BRCA1 expr act = activators of BRCA1 expression. MCF7-BRCA1-FFLuc reporter, luminescence, 48 h; response scale: scaled: vehicle 0%, 10 µM genistein 100%. Potency, µM (highest dose often 46.1 µM), inactives show top-dose activation, actives largely listed as activators. hit rate 1.1% among 380,000; also: potency is read from the fitted curve at half-maximal effect; nearly all actives have a fitted effect of over 80% in size; some results filed as inactive show a strong effect at the top dose
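Luminescence from a BRCA1-driven firefly luciferase in MCF7 cells was the read-out, taken 15 min after substrate addition following 48 h compound exposure at 37 °C. Data were normalized to a 10 microM genistein control and DMSO vehicle.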
p53 reactivation = re-activators of mutant p53; Potency, µM (top dose mostly 92.2 µM), inactives show at the highest dose activity change, positive = activation, actives largely listed as activators; H1299 p53-A138V BP100-luciferase reporter, luminescence, 24 h; AID 504706; hit rate 0.063% among 320,000; also: potency is read from the fitted curve at half-maximal effect; % of control where 0% means no effect; nearly all actives have a fitted effect of over 45% in size
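H1299 (p53-null), stable ts p53-A138V + BP100-Luc; 1000 cells/well, Opti-MEM/10% FBS; cpd 4 pt, 1:5; 24 h, 37 deg C, 5% CO2; detection reagent 10 min RT; luminescence.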
Rab9 prom act = Rab9 promoter activation. Potency, µM (highest dose often 9.22 µM), inactives show at the highest dose activation, negative = inhibition, most hits filed as activators. hit rate 2.8% among 320,000. Huh7 Rab9 promoter-luciferase reporter, luminescence, 24 h; also: potency is read from the fitted curve at half-maximal effect; % of control where 0% means no effect; nearly all actives have a fitted effect of over 60% in size
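Using Huh7 cells stably transfected with Rab9 promoter–luciferase, compounds were incubated 24 h at 37 °C, 5% CO2; luciferase luminescence was read 10 min after reagent addition.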
Active calls of the source: *; ? = inconclusive; nt = not tested or not shown; [ ] = remark or other dose. Unless noted, calls follow the shape of the dose curve; as a rule, active = well fitted curve in the direction sought with a large enough effect; inconclusive = small, poorly fitted or top-dose-only effect, or another doubt; inactive = no such curve, though single readings can be large; an effect the other way counts as inactive or inconclusive.

molecule,Tb PFK inh,ELG1 repair inh,FLuc modulator,ELG1 genotoxic,NPC1 promoter act,RORg inh,TRPV1 ag,VP16 counter,BRCA1 expr act,p53 reactivation,Rab9 prom act
CCN1CCCC1CN(Cc1cc2ccc(C)cc2[nH]c1=O)C(=S)Nc1ccc(F)cc1 (centres undefined),2%,1%,3%,-1%,-8%,-7%,4,-6%,-70%,1%,2%
O=C1CN(C(=O)COC(=O)/C=C/c2ccc(F)cc2)c2ccccc2N1,13%,-17%,nt,2%,nt,nt,nt,nt,-27%,-3%,nt
C/C(=N/O)c1c(O)c(C)c(-c2ccccc2)n(-c2ccccc2)c1=O,5%,-5%,4%,1%,-2%,5.6µM*,-4,5.6µM*,-8%,-4%,3%
Cc1cc(C)n2nc(SCCC(=O)NCCc3ccccc3)nc2n1,-1%,0%,-1%,0%,1%,-16%,3,-9%,15%,3%,10%
COc1ccc(NC(=O)COC(=O)COc2cccc(Br)c2)cc1OC,3%,-7%,-3%,1%,-5%,1%,14,3%,-3%,4%,-3%
N#Cc1cc2c(nc1SCC(=O)Nc1sc3c(c1C#N)CCC3)CCCCC2,-5%,19%,-13%,8%,13%,-28%,4,-6%,51%,0%,?
O=c1[nH]c2ccccc2n1C1=CCCC1,0%,-2%,-1%,2%,-2%,0%,-1,2%,-25%,-4%,-2%
Cc1cc(C)cc(C(=O)NC(=S)Nc2ccc(-c3cc4ccccc4oc3=O)cc2)c1,-3%,-4%,2%,?,-8%,?,-4,-10%,-62%,-42%[inhibitor],2%
NS(=O)(=O)c1ccc(CCNCc2ccccc2OCc2ccc(Cl)cc2)cc1,1%,-16%,0%,-5%,-7%,14%[1.91 µM],0,-20%,0%,10%,-4%
CCc1c(C)sc(NC(=O)c2cc(C)no2)c1C#N,2%,?,13µM*,24%,12%,?,-2,-7%,38%,?,17%

Reprinted from the part before: two compounds, then new ones.
molecule,Tb PFK inh,ELG1 repair inh,FLuc modulator,ELG1 genotoxic,NPC1 promoter act,RORg inh,TRPV1 ag,VP16 counter,BRCA1 expr act,p53 reactivation,Rab9 prom act
NS(=O)(=O)c1ccc(CCNCc2ccccc2OCc2ccc(Cl)cc2)cc1,1%,-16%,0%,-5%,-7%,14%[1.91 µM],0,-20%,0%,10%,-4%
CCc1c(C)sc(NC(=O)c2cc(C)no2)c1C#N,2%,?,13µM*,24%,12%,?,-2,-7%,38%,?,17%
Cc1c(C(=O)N2CCCCC2C)sc2ncnc(N3CCc4ccccc4C3)c12 (centres undefined),-1%,21µM*,?,-5%,-4%,5%,?,1%,-43%,-5%,1%
COc1ccc(C2CC(c3ccco3)n3ncnc3N2)cc1 (centres undefined),-5%,-2%,0%,-2%,-5%,-5%,0,-3%,7%,2%,2%
COc1cc(C(C)=O)ccc1OCC(O)CN1CCN(c2ccc(C)cc2C)CC1 (centres undefined),1%,?,4%,-2%,1%,-22%,6,-11%,-10%,nt,1%
Cc1ccc(C(C(=O)NCC2CCCO2)N(C(=O)c2snc(C(N)=O)c2N)c2ccc(C(C)C)cc2)o1 (centres undefined),22%,1%,-4%,-1%,-6%,40%,?,-18%,-22%,-2%,1%
CCOc1cccc2sc(NC(=O)CC)nc12,0%,-8%,3%,-2%,0%,2%,3,11%,-2%,-4%,-2%
COc1ccc(OCC(=O)OCCN2C(=O)c3ccccc3C2=O)cc1,?,-3%,-1%,12%,-4%,-28%,0,-10%,-1%[1.84 µM],5%,11%
CC(=O)Oc1ccc(-c2cccc(C(=O)NCC(=O)O)c2)cc1,-3%,1%,?,0%,-7%,-4%,-5,-7%,1%,5%,2%
CCC(=O)Nc1ccc(C(=O)CN2C(=O)NC3(CCCCCC3)C2=O)cc1,0%,-6%,-2%,0%,-3%,nt,-5,nt,5%,-5%,-5%
CCc1ccc(-c2cc3c(=O)n(CC(=O)N4CCCC4)nc(C)n3n2)cc1,2%,-2%,?,3%,3%,-2%,-1,6%,-5%,-10%,8%
CCCCCCn1c(NCC)nc2c1c(=O)[nH]c(=O)n2C,-11%,?,-1%,15%,0%,0%,-3,16%,-31%,-7%,2%

New compounds follow.
molecule,Tb PFK inh,ELG1 repair inh,FLuc modulator,ELG1 genotoxic,NPC1 promoter act,RORg inh,TRPV1 ag,VP16 counter,BRCA1 expr act,p53 reactivation,Rab9 prom act
COc1cccc(NC(=O)COc2cc(C)cc3oc(=O)cc(C)c23)c1,1%,-1%,0%,0%,-1%,4%,2,2%,-30%,9%,-1%
CCOC(=O)c1nnn(-c2nonc2N)c1CN1CCCCCC1,3%,-1%,0%,-1%,-11%,-13%,5,-8%,6%,3%,1%
CN(C)/C=C(\C#N)C(=O)N/N=C/c1ccccc1,6%,?,?,14%,22%,1%,-4,2%,68%,0%,2.2µM*
CCc1cc(-c2n[nH]c(C)c2-c2nc(C)cs2)c(O)cc1OC,4%,-12%,2%,-3%,2%,13µM*,1,?,-43%,1%,-1%
COc1ccc(S(=O)(=O)N(CCC#N)Cc2ccco2)cc1OC,-3%,-4%,0%,0%,2%,11%,0,-3%,2%,-1%,-7%
CCS(=O)(=O)c1ccc(O)c(NC(=O)c2cc(OC)c(OC)c(OC)c2)c1,1%,?,-3%,3%,0%,-10%,-3,0%,-4%,-14%,4%
CN(C)c1cccc(C(=O)NNC(=S)NC2CCCC2)c1,-5%,3%,?,2%,21%,-8%,2,-8%,84%,1%,28%
O=C(c1cc(Cl)ccc1Cl)N1CCOCC1,-3%,18%,-7%,0%,4%,3%,1,-9%,-6%,-4%,3%
O=C(CCNC(=O)c1ccc(Br)cc1)Nc1ccc(S(=O)(=O)N2CCOCC2)cc1,-2%,10%,nt,1%,nt,nt,nt,nt,3%,-2%,nt
Cc1ccnn1CCC(=O)O,-1%,1%,7%,0%,1%,-16%,1,-20%,1%,2%,-6%

(more compounds)
The line under a structure holds: Tb PFK inh, ELG1 repair inh, FLuc modulator, ELG1 genotoxic, NPC1 promoter act, RORg inh, TRPV1 ag, VP16 counter, BRCA1 expr act, p53 reactivation, Rab9 prom act
CC(=O)c1cc2c(cc1NC(=O)CN1CCN(c3cccc(C(F)(F)F)c3)CC1)OCO2
  -8%, ?, 3%, 2%, -4%, 39%, -6, -2%, -32%, -12%, 0%
COc1ccc(-c2nn(-c3ccccc3)cc2C(=O)n2nnc3ccccc32)cc1
  2%, 6%, 3%, 0%, 1%, -1%, -6, 2%, -13%, 2%, -6%
CCC(=O)N1CCCn2c1nc1ccccc12
  0%, 11%, -1%, -3%, -2%, -2%, -1, 3%, 4%, 16%, -5%
COc1ccccc1-n1c(=S)sc2c(=O)n(Cc3ccco3)c(SC)nc21
  -8%, -22%, 5%, 0%, 0%, -36%, -1, 4%, -65%, -3%, -6%
Cc1c(C)c2ccc(OC(C)C(=O)N[C@@H](Cc3c[nH]c4ccccc34)C(=O)O)c(C)c2oc1=O (some centres undefined)
  -6%, 2%, -6%, -1%, -3%, 21%, 6, 0%, 2%, 5%, -5%
COc1ccc(CCNC(=O)COC(=O)/C=C/c2cccc(F)c2)cc1
  5%, 9%, nt, 0%, nt, nt, nt, nt, -7%, -1%, nt
COc1ccccc1C(=O)NCCn1cc(SCC(=O)Nc2nnc(C)s2)c2ccccc21
  1%, ?, -8%, -10%, 10%, -22%, 0, -2%, -2%, -7%, 0%
COc1cccc(C(Nc2ccccn2)c2oc(CO)cc(=O)c2O)c1 (centres undefined)
  6%, 15%, -2%, 0%, -2%, 6%, 4, -10%, -3%, -3%, 2%
CCCC1(C(=O)O)NC(c2ccc(OC)cc2O)C2C(=O)N(c3ccc(OC)cc3)C(=O)C21 (centres undefined)
  -2%, 0%, 0%, 1%, -4%, 17%, -3, -1%, -10%, -1%, 4%
COCCCN1C(=O)C(O)=C(C(=O)c2ccco2)C1c1ccc(Br)cc1 (centres undefined)
  4%, -9%, -4%, -2%, -5%, -19%, 1, 5%, -2%, 6%, 1%
